GalR3 antagonist: blocks the human galanin receptor 3. inhibition, % at 3 µM. hit rate 0.44% among 360,000. HEK293 GalR3-CNG cAMP membrane potential fluorescence; galR3 body fused to GalR1 C-terminus. O60755;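 active = inhibition above the screen-wide average plus 3 SD, cut at about 13% in these data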;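 note: forskolin and galanin both at EC90 stimulate the cells; cAMP rise reported by CNG channel membrane potential dye signal; 0% = forskolin plus galanin with DMSO and 100% = forskolin alone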
Target sequence (O60755 1-299 limits assumed): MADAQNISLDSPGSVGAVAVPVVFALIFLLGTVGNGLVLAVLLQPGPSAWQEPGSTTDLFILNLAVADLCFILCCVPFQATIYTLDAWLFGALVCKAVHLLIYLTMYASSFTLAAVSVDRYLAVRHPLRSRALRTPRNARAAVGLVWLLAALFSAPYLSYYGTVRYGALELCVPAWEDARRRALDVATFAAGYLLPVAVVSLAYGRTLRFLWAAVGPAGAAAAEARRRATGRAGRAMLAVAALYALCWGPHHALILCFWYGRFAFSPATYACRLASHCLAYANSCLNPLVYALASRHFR
FID counter: fluorescent intercalator displacement, NS3 helicase counter-screen; DNA fluorescent intercalator displacement, fluorescence; inhibition, % at 7.9 µM; hit rate 0.17% among 290,000; in the data active = inhibition above about 37%;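 note: 0% = vehicle and 100% = reference compound; higher means more ethidium bromide displaced from hairpin DNA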
CRFBP-R2 block: antagonists of CRF-binding protein/CRF-R2 receptor complex. inhibition, % at 11.8 µM. hit rate 0.59% among 350,000. HEK293 CRF-R2/CRF-BP, CRF-induced calcium fluorescence;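 active = inhibition of the ligand-induced calcium signal above about 50% at the single tested concentration, limit read from the data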
MEKK2wt PB1 HTS: raises or lowers MEK5 binding to wildtype human MEKK2 PB1 domain; Q9Y2U5; binding response (% of control), % at 10 µM; bead flow cytometry, Alexa488-MEK5 binding to MEKK2 WT; actives lie on both sides; hit rate 1.1% among 290,000; in the data active = binding response below about 67% or above about 130%
CRFR2-BP ag: agonists of human CRF-binding protein/CRF-R2 receptor complex; HEK293 CRF-R2/CRF-BP, calcium dye fluorescence (FLIPR); percent of saturating CRF peptide response; activation, % at 13.2 µM; hit rate 0.46% among 350,000; AID 588473;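 active = activation of at least 50%, plus an integration ratio under a set limit after plate pattern correction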;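 note: plate controls were neutral control wells without compound for no effect and CRF at EC100 for full effect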
MEKK2 mut-MEK5: signal of MEK5 binding to mutant human MEKK2 PB1 domain; bead flow cytometry, Alexa488-MEK5 binding to MEKK2 mutant; percent response, % at 10 µM; hit rate 0.35% among 290,000; in the data active = percent response above about 24%, passing the limit was not always enough; note: inactives centre near 1; some results filed as inactive read as strong as hits
MEKK3 PB1 HTS: raises or lowers MEK5 binding to the human MEKK3 PB1 domain; bead-based flow cytometry, Alexa488-MEK5 binding to MEKK3; actives lie on both sides; 0 = blocked by unlabeled MEK5, 100 = vehicle; binding response (% of control), % at 10 µM; hit rate 1.4% among 290,000; AID 1529;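 active = binding response more than 3 SD above or below the average of its plate-row segment, actives on both sides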;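 note: Alexa488 bead fluorescence after subtracting the streptavidin-only scavenger bead signal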
Target sequence (Q99759 whole entry, looked up, the tested form may be a part): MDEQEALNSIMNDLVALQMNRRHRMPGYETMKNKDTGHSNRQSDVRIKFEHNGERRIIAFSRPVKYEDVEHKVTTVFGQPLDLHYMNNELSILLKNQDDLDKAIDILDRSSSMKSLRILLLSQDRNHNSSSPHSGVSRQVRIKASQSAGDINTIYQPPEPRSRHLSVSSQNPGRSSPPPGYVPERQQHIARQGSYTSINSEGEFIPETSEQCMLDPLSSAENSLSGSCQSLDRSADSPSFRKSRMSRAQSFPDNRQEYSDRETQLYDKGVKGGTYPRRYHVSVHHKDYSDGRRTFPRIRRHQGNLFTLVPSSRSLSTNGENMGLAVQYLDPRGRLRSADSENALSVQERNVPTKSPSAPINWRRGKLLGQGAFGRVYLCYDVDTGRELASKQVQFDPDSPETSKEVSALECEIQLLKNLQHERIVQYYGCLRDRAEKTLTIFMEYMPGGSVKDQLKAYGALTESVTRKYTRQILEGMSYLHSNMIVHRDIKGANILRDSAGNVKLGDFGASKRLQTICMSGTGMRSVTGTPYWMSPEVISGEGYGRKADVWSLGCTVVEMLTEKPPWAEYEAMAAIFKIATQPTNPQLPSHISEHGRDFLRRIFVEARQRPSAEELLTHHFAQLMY
NS3 helicase inh: blocks Hepatitis C virus NS3 helicase unwinding. NS3 helicase DNA unwinding, Cy5 molecular beacon fluorescence. inhibition, % at 10.9 µM. hit rate 0.56% among 290,000. AID 1800;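 active = inhibition above the mean of all tested compounds plus 3 SD, set per campaign, cut at about 35% in these data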;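 note: 0% = DMSO wells and 100% = thioflavine S control wells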
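System: Hepatitis C virus NS3 helicase domain fragment enzyme | Reagent: Annealed dual-labelled DNA beacon duplex, ATP-started | Compound dosing: 10.9 µM single point, 0.8% DMSO | Incubation: 1 h reaction at 25 °C, ATP-initiated | Technique: Cy5 fluorescence | Evaluation: Percent inhibition from t60/t0 fluorescence ratio | Benchmarks: Low DMSO, high thioflavine S at 110 µM | Replication: Singlicate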
SUMO HTRF inh: SUMOylation inhibition; P63279; HTRF SUMOylation assay, SAE1/SAE2 + UBC9, in vitro; inhibition, % at 35 µM; hit rate 0.36% among 290,000; in the data active = inhibition above about 50%, passing the limit was not always enough; note: strong numbers were not always called active
Starred values were filed as active, the others as inactive; nt = no result given; [ ] = another dose, or the depositor's remark. This is a subset; rates above refer to the full screens.

| canonical_smiles | GalR3 antagonist | FID counter | CRFBP-R2 block | MEKK2wt PB1 HTS | CRFR2-BP ag | MEKK2 mut-MEK5 | MEKK3 PB1 HTS | NS3 helicase inh | SUMO HTRF inh |
| --- | --- | --- | --- | --- | --- | --- | --- | --- | --- |
| CNC(=O)c1c(NC(=O)c2cc(-c3cc(C)c(C)cc3O)n[nH]2)sc2c1CCCC2 | nt | -4 | 46 | 98 | -0.2 | -2 | 92 | -1 | -25 |
| O=C(CCC(=O)OCc1cccc([N+](=O)[O-])c1)Nc1ccccc1Cl | -4 | -2 | -10 | 104 | -0.6 | 5 | 106 | -5 | -13 |
| O=Cc1c[nH]c2ccc(C(=O)c3ccccc3)cc12 | -5 | 0 | 23 | 108 | 3.3 | -19 | 105 | 33 | 5 |
| CCN1C(=O)C(CC(=O)Nc2cccc(C(C)=O)c2)S/C1=N\c1ccccn1 (centres undefined) | -4 | -17 | 1 | 102 | -1.4 | 1 | 99 | -2 | -25 |
| O=C(OC(C(=O)Nc1cc(Cl)cc(Cl)c1)c1ccccc1)C1=COCCO1 (centres undefined) | 0 | -4 | -21 | 92 | 1.4 | -2 | 97 | -5 | -16 |
| CC(C)c1ccc(-c2nnc(SCC(=O)NC3CC3)n2C)cc1 | 3 | -19 | -2 | 104 | -0.8 | 7 | 103 | 0 | 12 |
| Cc1ccc(-c2nc(-c3ccncc3)no2)c(Cl)c1 | -6 | -25 | -10 | 99 | -0.2 | 0 | 102 | -5 | -2 |
| CC1CCN(C2CC(=O)N(c3ccc(Br)cc3Br)C2=O)CC1 (centres undefined) | -6 | -15 | 1 | 95 | 2.3 | -17 | 93 | 34 | 15 |
| O=C(Nc1cccc(N=Cc2cc(Cl)cc(Br)c2O)c1)c1ccco1 | 1 | -4 | -2 | 96 | 12 | -1 | 101 | 5 | 40 |
| CS(=O)(=O)N1CCCC(C(=O)Nc2ccccc2Cl)C1 (centres undefined) | -9 | 0 | 2 | 100 | -0.8 | 2 | 95 | -5 | 23 |
| CC(C)(C)NC(=O)CSc1nnc(-c2ccco2)n1Cc1ccco1 | -5 | -7 | -9 | 102 | 3.2 | 4 | 103 | -2 | 10 |
| COc1ccccc1Cc1nc(-c2cccnc2)no1 | -6 | -7 | -18 | 100 | -2.8 | -3 | 97 | 5 | 4 |
| CCC(=O)Nc1c(-c2ccc3ccccc3c2)nc2ccccn12 | -8 | -7 | 7 | 107 | -3.6 | 5 | 109 | 2 | 6 |
| CCOC(=O)c1cc2c(=O)n3ccccc3nc2n(CC2CCCO2)c1=NC(=O)/C=C/c1ccccc1 (centres undefined) | 0 | -9 | 11 | 91 | 0.3 | -14 | 92 | -1 | 20 |
| COc1ccc(OC)c(-n2cnnn2)c1 | 0 | 2 | -2 | 85 | 0.0 | -10 | 87 | 1 | 25 |
| CC(C)[C@@H](CSc1ccccc1)N1CCN(Cc2ccccc2)CCC1=O | -5 | -23 | -4 | 96 | -0.3 | -7 | 101 | -31 | 5 |
| C(=N\N=C\c1ccccn1)/c1ccccn1 | -6 | -7 | -8 | 112 | 0.0 | 11 | 108 | -7 | 18 |
| Nc1nc2c(s1)C(=O)CC(c1ccccc1)C2 (centres undefined) | -3 | -4 | 6 | 97 | -1.9 | 5 | 97 | 6 | 18 |
| CCCn1nc(C(=O)N2CC(=O)Nc3ccccc32)c2ccccc2c1=O | -5 | -9 | -4 | 100 | 0.5 | 4 | 115 | -27 | nt |
| CCNC(=O)NNC(=O)C1CC(c2cccs2)=NO1 (centres undefined) | -3 | -4 | 1 | 99 | 2.0 | 0 | 98 | 6 | 9 |
| O=C(NCc1ccc(Cl)cc1)c1csc(-c2cccnc2)n1 | -4 | -19 | 43 | 94 | -1.5 | -4 | 96 | -4 | 18 |
| CCOc1cc(N2CCOCC2)c(OCC)cc1NC(=O)Cc1ccccc1OC | 6 | -29 | -10 | 94 | -1.2 | 1 | 87 | -7 | 22 |
| O=C(COC(=O)CSc1ccc2ccccc2c1)NCc1ccc2c(c1)OCO2 | -1 | -23 | 14 | 98 | -0.5 | -1 | 95 | -11 | 7 |
| CCCOc1ncnc2c1[nH]c1ccccc12 | -3 | -3 | 17 | nt | -1.3 | nt | nt | 4 | 9 |
| COCCCn1c(=N)c(C(=O)NCC2CCCO2)cc2c(=O)n3ccccc3nc21 (centres undefined) | -3 | -4 | 4 | 101 | 0.8 | 2 | 99 | 7 | 31 |

More results follow:
Compound,GalR3 antagonist,FID counter,CRFBP-R2 block,MEKK2wt PB1 HTS,CRFR2-BP ag,MEKK2 mut-MEK5,MEKK3 PB1 HTS,NS3 helicase inh,SUMO HTRF inh
Cc1ccc(-c2nn(CC(=O)NCc3cc(-c4nn(C)c(=O)c5ccccc45)ccc3C)c(=O)c3ccccc23)cc1,-3,-3,-13,nt,19,nt,nt,-4,47
COc1cccc(COc2ccc3c(C)cc(=O)oc3c2)c1,-5,-27,11,106,-1.1,3,103,-3,5
C(=N\N1CCN(C2c3ccccc3-c3ccccc32)CC1)/c1ccccn1,2,-15,-8,107,5.6,7,106,-13,-19
CCOC(=O)c1ccc(NC(=O)c2nn(CC)cc2Br)cc1,-8,-9,-20,-4.0*[inhibitor],-1.1,-39,0.0*[inhibitor],-7,8
Cc1occc1C(=O)NCCc1cccc(Cl)c1,-1,-4,26,106,-1.8,12,107,3,13
COC(=O)CN(C(=S)Nc1ccccc1)C1CC(=O)N(c2ccc(OC)cc2)C1=O (centres undefined),nt,-3,-44,96,2.1,-4,96,-14,22
Clc1ccc(SCCCCn2ccnc2)cc1,-3,7,10,111,1.1,6,106,-11,8
CCOc1cc(/C=C2\C(=N)N3N=C(N4CCCCC4)SC3=NC2=O)ccc1OC(=O)c1ccco1,nt,-32,16,94,0.9,1,99,13,20
COCCN1CCn2c(nc3cc([N+](=O)[O-])ccc32)C1,2,-2,-5,80,1.9,-27,88,1,6
CCOc1ccc(NC(=S)NCCCn2ccnc2)cc1,-9,5,5,100,-0.1,-2,100,0,14

Profiles, quoted from the list:
O=Cc1c[nH]c2ccc(C(=O)c3ccccc3)cc12 is listed with GalR3 antagonist = -5; FID counter = 0; CRFBP-R2 block = 23; MEKK2wt PB1 HTS = 108; CRFR2-BP ag = 3.3; MEKK2 mut-MEK5 = -19; MEKK3 PB1 HTS = 105; NS3 helicase inh = 33; SUMO HTRF inh = 5
CC1CCN(C2CC(=O)N(c3ccc(Br)cc3Br)C2=O)CC1 (centres undefined) is listed with GalR3 antagonist = -6; FID counter = -15; CRFBP-R2 block = 1; MEKK2wt PB1 HTS = 95; CRFR2-BP ag = 2.3; MEKK2 mut-MEK5 = -17; MEKK3 PB1 HTS = 93; NS3 helicase inh = 34; SUMO HTRF inh = 15
COCCN1CCn2c(nc3cc([N+](=O)[O-])ccc32)C1 is listed with GalR3 antagonist = 2; FID counter = -2; CRFBP-R2 block = -5; MEKK2wt PB1 HTS = 80; CRFR2-BP ag = 1.9; MEKK2 mut-MEK5 = -27; MEKK3 PB1 HTS = 88; NS3 helicase inh = 1; SUMO HTRF inh = 6

Next part
Compound,GalR3 antagonist,FID counter,CRFBP-R2 block,MEKK2wt PB1 HTS,CRFR2-BP ag,MEKK2 mut-MEK5,MEKK3 PB1 HTS,NS3 helicase inh,SUMO HTRF inh
O=C1c2ccncc2C(=O)N1Cc1cccc(Cl)c1,3,6,-17,104,-0.8,0,106,2,-1
CC(C)(C)c1cc(Br)c(O)c(N=Nc2ccc(S(=O)(=O)N3CCOCC3)cc2)c1,-5,-6,-11,91,-2.0,0,100,4,1
Nc1nc2ccc([N+](=O)[O-])cc2[nH]1,-9,-2,-9,99,1.1,5,103,7,11
COc1ccc(C2SCC(C(=O)O)N2C(C)=O)cc1OC (centres undefined),-4,3,9,96,-0.8,1,97,-6,18
CC(C)(C)Cc1nnc(NC(=O)CCC2CCCCC2)s1,nt,-13,-27,106,-1.1,4,102,5,-5
CCOC(=O)Cc1csc(NC(=O)c2ccc(S(=O)(=O)N3CCOCC3)cc2)n1,-5,-7,-2,91,7.8,-9,99,-4,6
Cc1onc(-c2ccccc2Cl)c1C(=O)N1CCN(C(=O)c2ccco2)CC1,-5,-12,1,102,1.0,6,106,6,5
O=C(CC1=NCCNC(c2ccccc2)C1)c1ccccc1O (centres undefined),-8,13,-28,nt,0.0,nt,nt,-36,0
Cc1ccc(Sc2c(C)[nH]n(C(C)(C)C)c2=O)cc1,-4,-3,-3,97,1.1,-3,101,1,0
O=c1ccc(-c2ccc([N+](=O)[O-])cc2)nn1-c1ccccc1,-4,-1,-10,83,2.8,-9,81,5,2
O=C(NNC(=O)c1cc(-c2ccc(Cl)c(Cl)c2)nc2ccccc12)Nc1ccccc1,0,-1,3,nt,1.6,nt,nt,-7,-13
Cc1ccc2nc(NNC(=O)c3ccc4c(c3)OCCO4)sc2c1,0,-13,-38,92,4.8,-4,96,0,-3
CCOc1ccccc1N(C(=O)Nc1ccc(Cl)cc1)C1=NCCS1,-1,2,1,114,0.7,13,98,10,5
CCOc1ccc(-c2cc(C(=O)NCCCN3CCOCC3)c3ccccc3n2)cc1,-6,19,2,106,-0.5,5,100,-21,nt
COc1ccc(S(=O)(=O)N2CCC(C(=O)N[C@@H](C)C(=O)NCc3ccc(F)cc3)CC2)cc1,-7,-29,1,99,-1.7,-1,101,-2,1
Cc1cccc(NC(=O)c2ccc(COc3ccccc3[N+](=O)[O-])o2)n1,-10,-8,10,106,-1.4,7,105,-10,10
Cc1ccc(OCC(=O)n2nc(C)cc2C)c(C)c1,0,2,-6,109,-1.0,8,104,-5,-18
CC(=O)c1cccc(NC(=O)N2CCCC(C(=O)c3cc(F)ccc3F)C2)c1 (centres undefined),-2,-15,-38,96,0.0,-19,97,-1,0
CC(=O)c1c(C)n([O-])c2ccc(C)cc2[n+]1=O,1,0,-4,98,-0.2,-4,104,1,19
O=C(c1cc(-c2ccc(O)cc2)on1)N1CCCCCC1,-8,-12,-2,100,-0.3,-2,97,3,-8
CCOC(=O)c1cc2nc(-c3ccco3)cc(C(F)(F)F)n2n1,2,-17,-27,98,-0.6,2,101,13,25
O=C(CCSCCC(=O)NCc1ccco1)NCc1ccco1,-2,-3,-56,96,2.4,3,98,3,14
C=CCn1c(C(CCCC)CC(O)COCC(C)C)n[nH]c1=S (centres undefined),-3,-39,-17,103,-1.6,2,99,-4,15
COC(=O)c1ccccc1-n1c(CCC(=O)O)ccc1-c1ccccc1,-3,-22,-5,109,-1.6,14,103,10,6
COc1ccc(C2=[N+]([O-])C(C)(C)C(c3ccccc3)=N2)cc1,-2,-16,5,97,-0.9,-2,99,-8,0
Cc1cc(C)cc(NC(=S)NCc2ccc3c(c2)OCO3)c1,2,-15,7,109,0.0,6,105,-2,nt
Cc1cc(C(=O)Cn2c(CO)nc3ccccc32)c(C)n1C,-4,-13,10,102,-3.0,3,103,-5,10
CCc1ccc(Oc2nc([N+](=O)[O-])nn2C)cc1,-6,-2,-5,102,-5.2,9,107,4,-2

High-throughput results from PubChem.
